From PubChem BioAssay
BAZ2B inh – blocks human BAZ2B | Q9UIF8 | AlphaScreen BAZ2B-H3K14Ac peptide displacement | Potency, µM (top dose mostly 114 µM), for the others: at the highest dose activity change, negative = inhibition, most hits filed as inhibitors | 360,000 tested, 4.4% active; further: on the % scale 0 is the no-effect control and ±100 the full control effect; nearly all actives have a fitted effect of over 60% in size
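In this displacement format the biotinylated H3(5-23) peptide acetylated at Lys14 serves as ligand at 50 nM, with BAZ2B at 50 nM in PBS pH 7.4 containing 0.01% Tween-20. Donor and acceptor beads are 10 ug/mL final.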
BLM helicase inh – inhibitors of human Bloom syndrome helicase BLM | P54132 | recombinant BLM DNA unwinding, fluorescence dequenching | Potency, µM (top dose mostly 56.1 µM), for inactives: at the top dose activity change, negative = inhibition, hits mostly inhibitors | 350,000 tested, 0.2% active | AID 2528;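 further: plate controls were vehicle for no effect and no enzyme for full effect; nearly all actives have a fitted effect of over 35% in size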
JMJD2A Tudor – inhibitors of human JMJD2A Tudor domain; AlphaScreen JMJD2A-Tudor / H3K4me3 peptide binding; O75164; Potency, µM (series often up to 114 µM), for inactives: top-dose activity change, negative = inhibition, most hits filed as inhibitors; 390,000 tested, 4.4% active; further: on the % scale 0 is the no-effect control and ±100 the full control effect; nearly all actives have a fitted effect of over 50% in size
POLH inh – blocks human DNA polymerase eta activity. Potency, µM (highest dose often 114 µM), for inactives: top-dose activity change, negative = inhibition, actives largely listed as inhibitors. Q9Y253. 390,000 tested, 1.2% active. recombinant Pol eta, fluorescent DNA replication assay; further: on the % scale 0 is the no-effect control and ±100 the full control effect
Target sequence (Q9Y253 whole entry, looked up): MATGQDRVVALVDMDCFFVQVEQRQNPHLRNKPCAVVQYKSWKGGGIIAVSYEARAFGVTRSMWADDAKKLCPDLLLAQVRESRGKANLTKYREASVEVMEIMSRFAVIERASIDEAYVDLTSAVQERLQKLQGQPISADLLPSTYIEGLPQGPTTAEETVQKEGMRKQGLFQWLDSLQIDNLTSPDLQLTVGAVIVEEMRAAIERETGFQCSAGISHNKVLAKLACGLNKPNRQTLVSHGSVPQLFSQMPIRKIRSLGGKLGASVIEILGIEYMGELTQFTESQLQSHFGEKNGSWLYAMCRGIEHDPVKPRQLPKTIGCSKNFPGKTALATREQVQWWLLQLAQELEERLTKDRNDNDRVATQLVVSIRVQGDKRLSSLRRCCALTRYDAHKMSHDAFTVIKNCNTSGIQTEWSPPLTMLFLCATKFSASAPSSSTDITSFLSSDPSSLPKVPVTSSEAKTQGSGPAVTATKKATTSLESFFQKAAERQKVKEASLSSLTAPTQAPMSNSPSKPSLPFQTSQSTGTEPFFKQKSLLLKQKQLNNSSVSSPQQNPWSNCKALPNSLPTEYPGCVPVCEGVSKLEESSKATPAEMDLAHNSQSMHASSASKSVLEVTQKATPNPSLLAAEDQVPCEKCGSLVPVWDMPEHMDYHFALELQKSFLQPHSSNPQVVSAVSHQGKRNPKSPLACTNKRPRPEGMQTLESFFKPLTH
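Pol eta at 10 nM preincubated with compounds 15 min at room temperature; reaction started with fluorescent substrate (50 nM final) and read kinetically at 0 and 10 min.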
POLI inh – DNA polymerase iota (human) inhibition; Q9UNA4; Pol iota fluorescent replication assay, 10 min; AID 588590; 390,000 tested, 1% active; Potency, µM (series often up to 115 µM), for the others: at the highest dose activity, negative = inhibition, actives largely listed as inhibitors
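Fluorescent replication assay read twice, at 0 min and 10 min after adding 50 nM (final) substrate. Enzyme (10 nM) and compounds were first incubated 15 min at room temperature; enzyme-free buffer wells were negative controls.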
POLB inh – DNA polymerase beta (human) inhibition; P06746; 340,000 tested, 1.3% active; Potency, µM (top dose mostly 114 µM), inactives show top-dose activity change, negative = inhibition, hits mostly inhibitors; Pol beta primer extension/strand displacement, fluorescence kinetic; further: on the % scale 0 is the no-effect control and ±100 the full control effect
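Values derive from four-parameter Hill fits of normalized kinetic data: reads at 0 and 10 min following addition of 50 nM substrate to 10 nM Pol beta preincubated 15 min with compound.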
G9a block – inhibitors of human histone lysine methyltransferase G9a; Q96KQ7; G9a H3K9 monomethylation, AlphaScreen, 2 h; Potency, µM (highest dose often 102 µM), for inactives: at the highest dose activity, negative = inhibition, usual class: inhibitors; 350,000 tested, 8.8% active; AID 504332; further: on the % scale 0 is the no-effect control and ±100 the full control effect; nearly all actives have a fitted effect of over 75% in size
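Step 1: enzyme (final 20 nM) with compound, 15 min RT. Step 2: substrate peptide 500 nM and SAM 20 uM, 2 h RT. Step 3: anti-H3K9me1 antibody and AlphaScreen beads, 10 min, then plate read.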
Pol kappa inh – inhibitors of human DNA polymerase kappa | purified Pol kappa, fluorescent DNA synthesis assay, 10 min | AID 588579 | Potency, µM (titrated, usually from 107 µM), inactives show at the top dose activity, negative = inhibition, hits mostly inhibitors | Q9UBT6 | 400,000 tested, 0.53% active; further: on the % scale 0 is the no-effect control and ±100 the full control effect
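Activity was followed as the change in fluorescence between reads at 0 and 10 min after starting the reaction with 50 nM substrate. Beforehand, 10 nM polymerase had been preincubated with compound for 15 min at room temperature.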
APE1 inh – inhibitors of human APE1 endonuclease; Potency, µM (top dose mostly 65.8 µM), without a hit: at the highest dose activity change, negative = inhibition, hits mostly inhibitors; 350,000 tested, 0.35% active; recombinant APE1, TAMRA/BHQ-2 abasic DNA cleavage fluorescence; P27695;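 further: plate controls were vehicle for no effect and reference inhibitor for full effect; nearly all actives have a fitted effect of over 55% in size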
Target sequence (P27695 whole entry, looked up): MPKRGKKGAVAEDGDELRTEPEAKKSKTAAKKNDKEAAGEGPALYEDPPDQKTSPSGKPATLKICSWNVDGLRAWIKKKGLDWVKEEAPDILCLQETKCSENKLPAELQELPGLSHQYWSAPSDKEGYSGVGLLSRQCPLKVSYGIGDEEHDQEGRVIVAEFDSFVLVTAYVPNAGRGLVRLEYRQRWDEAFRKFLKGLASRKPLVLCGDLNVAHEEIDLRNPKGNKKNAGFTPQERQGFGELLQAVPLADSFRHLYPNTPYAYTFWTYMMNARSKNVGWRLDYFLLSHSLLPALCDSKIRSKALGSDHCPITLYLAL
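Measures dequenching upon AP-site incision of a 5'-TAMRA/3'-BHQ-2 THF-containing duplex, 50 nM; human APE1 0.75 nM after 15 min room-temperature exposure to compound; kinetic three-point read at one-minute spacing.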
* marks the source's active call; other numbers are inactive results; ? = inconclusive; . = no result given; & = joins results of further samples; ! = not active in a repeat; [ ] = dose if it differs, or a comment. The call rests on the fitted dose curve; in most records, active means well fitted curve in the direction sought with a large enough effect; inconclusive means small, poorly fitted or top-dose-only effect, or another doubt; inactive means no such curve, though single readings can be large; an effect the other way counts as inactive or inconclusive. Potency means the concentration at half of the fitted maximal effect. An excerpt; rates above refer to the full screens.

Second line of a record: POLH inh, Pol kappa inh, G9a block, POLB inh, JMJD2A Tudor, BAZ2B inh, BLM helicase inh, POLI inh, APE1 inh
- O=C(Cn1ncc2c([nH]c3ccccc32)c1=O)N1CCN(c2ccccc2F)CC1
 : 3%, -9%, 1%[59 µM], 12%, ?, -6%, -4%, 4%, 10%
- Cn1c(-c2ccc3ccccc3n2)nc2cnccc21
 : -3%, 3%, 17%[2.33 µM], 25%, 9%, 0%, 2%, -4%, -1%
- COc1cccc(NC(=O)Nc2cc(C)ccc2OC)c1
 : -7%, 0%, -16%, 7%, -12%, -39%, -8%, 33%[activator], -8%
- COc1ccc(Br)cc1/C=N/Nc1ccc(S(=O)(=O)Nc2ccccc2C(=O)O)cc1[N+](=O)[O-]
 : 16µM*, 40µM*, ., ., 18µM*, ., ., ?, .
- O=C(CNC(=O)c1cccs1)NCC(=O)OCC(=O)c1ccccc1
 : -22%, 7%, 35%, 49%, 15%, 8%, -1%, 22%, -4%
- Cc1cc(=O)n(CC(=O)NC(C)c2ccccc2)c2c1c(C)nn2C (stereo not given)
 : 40µM*, ?, 0%[59 µM], 32µM*, ?, ?, -6%, -23%, .
- CCOC(=O)N1CCN(S(=O)(=O)c2cc(Cl)ccc2Cl)CC1
 : -13%, -7%, 24%[59 µM], 1%, 1%, 2%, 1%, 2%, 7%
- CC(C)NC(=O)Nc1ccc2c(c1)C(=O)N([C@H](C)CO)C[C@H](C)[C@@H](CN(C)C(=O)Nc1ccc3c(c1)OCO3)O2
 : 1%, 4%, ., ., -3%, ., ., -1%, 14%
- CCc1nnc(NC(=O)c2ccc(-c3ccccc3Cl)o2)s1
 : ?, -7%, 22%[12.7 µM], 5%, ?, 9%, -3%, 4%, 4%
- COc1ccc(CNS(=O)(=O)c2ccc(-c3cc(C)no3)cc2)cc1
 : -8%, -2%, 4%[0.0925 µM], 32%, -8%, -5%, -2%, -15%, 0%
- CCn1c(SCC(=O)Nc2sc(C)c(C)c2C#N)nnc1C1CC1
 : -19%, -2%, 10%[59 µM], ?, -27%, -4%, -4%, 20%, ?
- O=C(NCCCCc1ccccc1)c1nn(-c2ccccc2)nc1CO
 : -17%, -5%, 35%[59 µM], 25%, 19%, 26%, -3%, 17%, .
- CCOC(=O)C1CCN(C(=O)c2ccccc2NC(=O)c2nsc3ccccc23)CC1
 : -19%, -5%[60.1 µM], 3%[59 µM], 12%, -17%, 2%, -2%, 13%, .
- CCOc1cc(C(=O)NCc2ccc(-c3nc4ccccc4o3)cc2)cc(OCC)c1OCC
 : -7%, -3%, 28µM*, 18%, -3%, 1%, -3%, 24%, -7%
- CCSc1nnc(NC(=O)c2cc(OC)c(OC)c(OC)c2)s1
 : 2%, 2%, 1%, -7%, -20%, -13%, -6%, 9%, -2%
- O=C(NC(=S)N1CCCCC1c1cccnc1)c1ccc(Br)cc1 (stereo not given)
 : -8%, -21%, 22µM*, 10%, 0%, -4%[57.1 µM], -1%, 18%, 7%
- O=C(Nc1ncc2c(n1)CC(c1ccco1)CC2=O)c1ccc(Cl)cc1 (stereo not given)
 : -18%, -23%, ?, 0%, -29%, -34%, -2%, -16%, -3%
- CC(C)=CCN1CCN(Cc2ccc(N3CCNC3=O)cc2)CC1CCO (stereo not given)
 : -1%, -9%, 1%[12.7 µM], 18%, -4%, -4%, 4%, 8%, -1%
- O=C(Cn1c(-c2cncs2)nc2ccccc21)NCc1ccccc1
 : -13%, -4%, -10%[12.7 µM], -6%, -24%, 3%, 2%, 12%, 5%
- O=C(CSc1ncn[nH]1)Nc1ccc2c(c1)OCCO2
 : -17%, -8%, 16%, 4%, 13%, 4%, -1%, 1%, -5%
- COC(=O)C(C(=O)OC)C(C)C(C(=O)OC)C(=O)OC
 : -9%, -11%, -2%, -2%, -1%, 10%, 2%, 2%, 1%
- COc1ccc(-c2ccncc2)cc1OC
 : 1%, -10%, ., ., ?, ., ., -16%, .
- CCOC(=O)N1CCN(C(=O)C(=O)Nc2ccc3nc4n(c(=O)c3c2)CCCCC4)CC1
 : -3%, -3%, 4%, 16%, -19%, -5%, 4%, 8%, -3%
- CC(C)CC(NC(N)=O)C(=O)OCC(=O)NC(=O)NC1CCCC1 (stereo not given)
 : 12%, -10%, -6%[59 µM], 6%, -20%, 14%, -4%, 25%, -1%
- CC(=O)c1ccc(S(=O)(=O)NC2CCCCCCC2)cc1
 : ?, -18%, 15%, -29%, -14%, -19%, -16%, ?, -15%
- COc1ccc(-n2c(=O)c(-c3cccs3)nc3cnc(N4CCOCC4)nc32)cc1
 : ., -7%[60.1 µM], 17%[0.501 µM], ., ., ., 5%, ., 2%
- Cn1nc(SCc2ccccc2)c(=O)n(C(c2ccccc2)c2ccccc2)c1=O
 : -14%, -7%, ., ., -3%, ., ., -14%, .
- O=C(OCc1ccccc1)c1cccc(-c2nnc(-c3ccccc3)o2)c1
 : 0%, -1%, 29%[0.501 µM], -5%, 38%[activator], 20%, -6%, 19%, 0%
- COC(=O)c1nn(-c2ccccc2)ccc1=O
 : -11%, -6%, 2%, 7%, -12%, -4%, -5%, 14%, 3%
- CCN(Cc1ccccc1)C(=O)CCS(=O)(=O)c1cc2c(cc1Cl)NC(=O)CO2
 : 0%&8%, 10%&1%, 50µM*!, 1%&-1%, -4%&-11%, 4%&-7%, 1%&-5%, -5%&-5%, 12%

Limited to G9a block, for five of the compounds above:
compound | G9a block
COC(=O)C(C(=O)OC)C(C)C(C(=O)OC)C(=O)OC | -2%
O=C(Nc1ncc2c(n1)CC(c1ccco1)CC2=O)c1ccc(Cl)cc1 (stereo not given) | ?
CC(C)CC(NC(N)=O)C(=O)OCC(=O)NC(=O)NC1CCCC1 (stereo not given) | -6%[59 µM]
CC(=O)c1ccc(S(=O)(=O)NC2CCCCCCC2)cc1 | 15%
O=C(CSc1ncn[nH]1)Nc1ccc2c(c1)OCCO2 | 16%

New compounds follow:
Second line of a record: POLH inh, Pol kappa inh, G9a block, POLB inh, JMJD2A Tudor, BAZ2B inh, BLM helicase inh, POLI inh, APE1 inh
- C#CCOCCOCCOCCNc1nc(N2CCN(C(=O)C([C@@H](C)CC)n3cc(C(N)CC(C)C)nn3)CC2)nc(N2CCN(C(=O)[C@H](CCC(=O)O)n3cc(C(N)Cc4ccc(O)cc4)nn3)CC2)n1 (stereo not given in full)
 : -7%, 11%, ?, 32%, 79µM*, ?, 0%, 22%, -4%
- CSCCC(NC(=O)COc1ccccc1)C(=O)N1CCN(c2ccccc2)CC1 (stereo not given)
 : -7%, -4%, -10%[59 µM], ., -26%, -11%, ., 22%, 1%
- Clc1ccccc1-c1nc(-c2ccc(Br)o2)no1
 : -15%, 7%, ., ?, 195%[activator], ?, -5%, -5%, -15%
- CCN(C(=O)COC(=O)CCc1ccc(OC)cc1)c1c(N)n(Cc2ccccc2)c(=O)[nH]c1=O
 : -15%, -3%, -39%, ., -3%, 4%, ., 18%, 6%
- Fc1cccc(NCc2ccccc2-c2nnc(-c3ccccc3Cl)o2)c1
 : -14%, 12%, 35%[59 µM], ?, -2%, 32%[activator], 1%, 1%, .
- CCCc1nc(SCC(=O)Nc2nc3c(s2)CCCC3)c2ccccc2n1
 : -5%, 1%, ?, -1%, -10%, -37%, -3%, 31%[activator], -4%
- O=C(Cn1c(=O)c2cccn2c2ccccc21)NCc1cccc(F)c1
 : -8%, 10%, 47%[activator], 12%, -5%, -24%, -1%, 17%, 74%[activator]
- CSc1ccc(CCNC(=O)CCc2c(C)nc3c(c(C)nn3-c3ccc(C)c(C)c3)c2C)cc1
 : ?, 6%, 7%[59 µM], 13%, -1%, -21%, -1%, 15%, .
- CNS(=O)(=O)c1cn(CC(=O)N2CCN(c3ccc(C(C)=O)cc3)CC2)cc1S(=O)(=O)NC
 : -8%, -1%, -15%[59 µM], -15%, 1%, -12%, -3%, -12%, .
- Cc1ccc(CNC(=O)CN(C)S(=O)(=O)c2ccc3c(c2)c(=O)n(C)c(=O)n3C)cc1
 : -10%, -9%, -7%[59 µM], 2%, -12%, -15%, -2%, 11%, .
- Cn1c(=O)c2[nH]c(CN(Cc3ccccc3)Cc3ccccc3)nc2n(C)c1=O
 : -20%, -10%, -1%[59 µM], 3%, -8%, 2%, -2%, 3%, -4%
- O=c1cc(-c2ccccc2)nc(N2CCN(Cc3ccccc3)CC2)[nH]1
 : -9%, 1%, -17%[59 µM], 0%, -34%, -38%, -4%, 10%, ?
- Cc1ccc(NC(=O)Cn2nc(C(=O)O)c3ccccc3c2=O)cc1S(=O)(=O)N1CCCCC1
 : -16%, -15%, ., ., -20%, ., ., 65%[activator], -12%
- O=C(NCCCn1ccnc1)C(=O)NCC1OCCCN1S(=O)(=O)c1ccccc1 (stereo not given)
 : -16%, -2%, 17%[59 µM], -1%, -9%, 14µM*, 5%, 0%, 19%

Part of the list above, as labelled records.
> CCCc1nc(SCC(=O)Nc2nc3c(s2)CCCC3)c2ccccc2n1
  POLH inh: -5%
  Pol kappa inh: 1%
  G9a block: ?
  POLB inh: -1%
  JMJD2A Tudor: -10%
  BAZ2B inh: -37%
  BLM helicase inh: -3%
  POLI inh: 31%[activator]
  APE1 inh: -4%
> O=C(Cn1c(=O)c2cccn2c2ccccc21)NCc1cccc(F)c1
  POLH inh: -8%
  Pol kappa inh: 10%
  G9a block: 47%[activator]
  POLB inh: 12%
  JMJD2A Tudor: -5%
  BAZ2B inh: -24%
  BLM helicase inh: -1%
  POLI inh: 17%
  APE1 inh: 74%[activator]
> O=C(NCCCn1ccnc1)C(=O)NCC1OCCCN1S(=O)(=O)c1ccccc1 (stereo not given)
  POLH inh: -16%
  Pol kappa inh: -2%
  G9a block: 17%[59 µM]
  POLB inh: -1%
  JMJD2A Tudor: -9%
  BAZ2B inh: 14µM*
  BLM helicase inh: 5%
  POLI inh: 0%
  APE1 inh: 19%
